# GPR55 activation – GPR55 agonists via beta-arrestin recruitment, primary screen, imaging, U2OS cells, beta-arrestin-GFP redistribution (AID 1961); U2OS GPR55 beta-arrestin-GFP redistribution imaging; higher % means a stronger effect; activation, % at 10 µM, or EC50 in µM where a hit was titrated; hit rate 0.048% among 290,000;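 active = activation above 40% with more than 50 cells counted in the well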;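 also: U2OS osteosarcoma cells stably expressing GPR55 and beta-arrestin-GFP; plate controls were DMSO negative control for no effect and LPI positive control for full effect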
# GPR55 antagonists – GPR55 antagonists blocking LPI-driven arrestin recruitment, primary screen, imaging, U2OS, beta-arrestin-GFP, LPI agonist (AID 2013); hit rate 0.13% among 290,000; U2OS GPR55 beta-arrestin-GFP translocation imaging, LPI antagonism; higher % means a stronger effect; inhibition, % at 10 µM; hits with a dose series show IC50 in µM;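 active = spots per cell inhibited over 60%, with over 100 cells counted and total cytoplasm intensity under 500,000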;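 also: U2OS cells stably carrying GPR55 and arrestin-GFP stimulated by 5 µM LPI near EC80; imaged beta-arrestin-GFP aggregate spots per cell after agonist stimulation; plate controls were LPI-stimulated DMSO wells for no effect and DMSO wells without LPI for full effect; some results filed as inactive read as strong as hits; confirmed hits need IC50 under 10 µM and bright autofluorescent wells are also inconclusive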
# NTR1 ag – NTR1-driven beta-arrestin-GFP spot formation – imaging, U2OS cells, high content, primary screen (AID 493036); P30989; agonist mode; activation, % at 20 µM; hit rate 0.17% among 330,000;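 active = activation at or above 40% of the spot to cytoplasm intensity ratio, with at least 20 cells analyzed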;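 also: 0% = DMSO without peptide and 100% = 100 nM NTR1 peptide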
# Target sequence (P30989 whole entry, looked up): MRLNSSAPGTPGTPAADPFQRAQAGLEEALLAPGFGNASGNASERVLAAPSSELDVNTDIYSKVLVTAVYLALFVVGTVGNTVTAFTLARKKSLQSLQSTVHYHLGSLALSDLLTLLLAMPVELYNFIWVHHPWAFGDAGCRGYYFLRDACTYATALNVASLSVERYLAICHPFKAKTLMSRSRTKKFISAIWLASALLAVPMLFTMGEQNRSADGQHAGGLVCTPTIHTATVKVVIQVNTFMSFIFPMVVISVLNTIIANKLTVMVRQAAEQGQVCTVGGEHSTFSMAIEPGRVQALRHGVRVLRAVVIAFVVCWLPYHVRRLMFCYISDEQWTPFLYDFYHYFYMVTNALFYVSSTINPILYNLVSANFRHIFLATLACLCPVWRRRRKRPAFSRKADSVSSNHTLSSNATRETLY
# MgcRacGAP inhibition – MgcRacGAP GTPase-activating activity inhibitors, confirmation, biochemical, ADP Hunter fluorescence | MgcRacGAP-stimulated Rac1 GTP hydrolysis, ADP Hunter fluorescence; higher % means a stronger effect; GST-tagged Rac1 F28L mutant substrate | inhibition, % at 30 µM; hits with a dose series show IC50 in µM | hit rate 0.6% among 340,000 | AID 624330;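 active = first-screen hits whose inhibition reached a set limit at any dose in the follow-up dose series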;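 also: fluorescence reports GDP produced by GAP-driven GTP hydrolysis; strong numbers were not always called active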
# Large T inhibition – TAg ATPase/helicase activity blockers – biochemical (AID 1903); SV40 large T antigen ATPase/helicase inhibition assay; higher % means a stronger effect; inhibition, % at 20 µM; hits with a dose series show IC50 in µM; hit rate 0.39% among 310,000; in the data active = a potency from the dose series; also: strong numbers were not always called active
# Lipid droplet – modulators of hepatic lipid droplet formation; hit rate 0.4% among 240,000; inhibition, % at 6.5 µM; AID 1656; AML12 mouse hepatocytes, oleate lipid droplets, BODIPY imaging;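 active = lipid droplet intensity inhibited by at least 50%, with more than 500 cells counted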
#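 material = mouse AML12 hepatocyte cell line, fixed after treatment | also added = 100 µM oleic acid challenge | doses = compound at 6.5 µM only | schedule = overnight exposure | technique = Image-based BODIPY and DAPI two-channel analysis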
# T cell modulator – T cell immune modulation candidate | 2C CD8+ T cell-vesicle binding, flow cytometry; stronger effect = lower value | calls only at 7 µM | hit rate 0.068% among 330,000 | AID 2052;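 active = response, share of CD8 T cells binding vesicles, and their 90th percentile fluorescence all below set limits, cut at about 80% in these data, passing the limit was not always enough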
#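 Material: murine 2C transgenic CD8+ T lymphocytes / Also added: QL9-peptide-loaded Drosophila micro-vesicles bearing Ld, ICAM-1 and B7-1 / Schedule: binding step 1.5 h, 37 °C, antibody labelling 20 min, ice / Signal: flow cytometry, PE anti-B7-1 (FL2) versus Alexa647 anti-CD8 (FL8), PFA-fixed / Evaluation: percent CD8+ FL2 mean versus row control / Benchmarks: naked versus QL9-loaded vesicles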
# GPR35 arrestin U2OS – inhibition of zaprinast-stimulated GPR35 beta-arrestin translocation – imaging, U2OS, beta-arrestin-GFP, zaprinast agonist, primary screen (AID 2058); U2OS GPR35 beta-arrestin-GFP translocation imaging, zaprinast antagonism; higher % means a stronger effect; inhibition, % at 10 µM, or IC50 in µM where a hit was titrated; hit rate 0.052% among 290,000;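 active = inhibition of at least 50% with at least 30 cells and total cytoplasm GFP at most 10,000,000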
# LYP phosphatase – inhibitors of LYP phosphatase, biochemical, fluorescence intensity, uHTS (AID 1779). recombinant LYP phosphatase, fluorescence intensity; higher % means a stronger effect. one-dose inhibition, % at 11.5 µM; IC50 in µM for titrated hits. hit rate 0.054% among 290,000; in the data active = inhibition above about 50%;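 also: plate controls were vehicle with enzyme for no effect and no enzyme for full effect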
# Lipid droplet cells 6.5 µM – further read-out of Lipid droplet, marked with its call; cell count; measured here: cell count, cytotoxicity flag;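 cells counted across two imaged fields per well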
# T cell modulator vesicle-bound % – further read-out of T cell modulator, marked with its call; double positive events, %; measured here: CD8+ vesicle-bound cell fraction;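 binding gate set so that unloaded-vesicle control wells show 10% double positive cells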
# NTR1 ag cell count 20 µM – also measured in NTR1 ag; calls as there; cell count; measured here: cell count, cytotoxicity flag
# Starred values were filed as active, the others as inactive; i = inactive; · = no result given.
SMILES,GPR55 activation,GPR55 antagonists,NTR1 ag,NTR1 ag cell count 20 µM,MgcRacGAP inhibition,Large T inhibition,Lipid droplet,Lipid droplet cells 6.5 µM,T cell modulator,T cell modulator vesicle-bound %,GPR35 arrestin U2OS,LYP phosphatase
Cc1c(C(=O)N2CCN(c3ccccc3)CC2)oc2c(F)cccc12,-0.1%,14%,3.6,44,9%,28%,12,751,i,23,3%,-4%
COc1cc(CNCCSc2nnnn2C)cc(Br)c1OCc1ccccc1F,0.2%,-5%,0.4,45,8%,-1%,-7,770,i,26,2%,-1%
COc1ccc(Nc2nc(N)nc(CSc3nncn3C)n2)cc1,-0.1%,6%,1.7,85,0%,11%,·,·,i,51,-10%,-6%
Cc1ccc(C(=O)CSc2nc(C)cc(C)c2C(N)=O)cc1,0.0%,1%,0.8,56,-4%,1%,-29,628,i,19,8%,-16%
C/C=C\C(=O)Nc1cccc(C2=NOC3(C2)C[C@@H](C(N)=O)N(C(=O)CC(c2ccccc2)c2ccccc2)C3)c1 (some centres undefined),-0.1%,5%,1.4,89,7%,5%,-6,684,i,32,8%,-3%
Cn1c2ccccc2c2c(C(=O)NCCCN3CCCC3=O)cn(C3CCCCC3)c(=O)c21,-0.2%,-14%,-0.1,99,7%,-1%,-2,750,i,43,-4%,-9%
CCN(CC)c1nc(Nc2ccc([N+](=O)[O-])cc2)nc(N(CC)CC)n1,-0.2%,24%,2.3,73,11%,27%,41,766,i,53,8%,-11%
O=C(COc1ccc(Cl)cc1)Nc1nnc(S(=O)(=O)N2CCCCCC2)s1,-0.1%,10%,1.9,64,7%,·,11,761,i,47,-9%,-4%
CC1CC(C)CN(C(=O)C(C)N(C)CC(=O)Nc2ccccc2Cl)C1 (centres undefined),0.8%,4%,2.0,59,10%,-4%,-8,672,i,28,-3%,-5%
O=C(NNS(=O)(=O)c1ccc(Br)cc1)C1CCCCC1,0.0%,9%,3.2,88,0%,11%,25,692,i,51,-8%,0%
CCOC(=O)c1ccc(S(=O)(=O)N2CCN(CC3CC=CCC3)CC2)cc1 (centres undefined),-0.4%,-6%,4.0,77,-2%,-3%,·,·,i,45,5%,-7%
COC(=O)c1ccccc1NC(=O)CCC(=O)N1CCSc2ccccc21,-0.3%,3%,1.5,43,9%,·,-1,787,i,31,-6%,-8%
CC(=O)c1cccc(CN2CCC(n3nccc3NC(=O)c3ccc4c(c3)OCO4)CC2)c1,-0.1%,4%,0.6,74,5%,7%,-2,811,i,60,-9%,-4%
Cn1c(CCCCCN)nc2ccccc21,0.2%,1%,-1.4,92,5%,8%,·,·,i,19,-2%,-6%
CN(CC(=O)Nc1c(Cl)cccc1Cl)C(=O)CCC1CCCC1,0.0%,-25%,-0.1,64,9%,-1%,9,740,i,66,-12%,-2%
COc1ccc(Cl)cc1C(=O)NNC(=O)c1cccnc1,0.1%,-6%,-0.9,52,-2%,-3%,7,634,·,·,1%,1%
Cc1ccc(C(=O)N2CCN(C)CC2)cc1S(=O)(=O)N1CCCCCC1,-0.1%,-11%,-1.0,50,5%,21%,-13,719,i,68,-5%,-10%
COc1cc(C(=O)N2CCN(c3ccc([N+](=O)[O-])cc3)CC2)ccc1OCc1c(C)noc1C,-0.1%,-2%,0.8,44,13%,-1%,4,782,i,48,-1%,-9%
CN(C)C(CNc1ncccn1)c1ccccc1 (centres undefined),0.0%,1%,-1.1,51,4%,0%,-2,797,i,37,-8%,-3%
Cc1cc2occ(CC(=O)NCc3cccs3)c2cc1C(C)C,-0.4%,-3%,-1.7,59,1%,8%,0,566,i,36,-7%,0%
CSc1sc2ccccc2[n+]1CCCS(=O)(=O)[O-],0.2%,12%,3.9,39,7%,11%,·,·,i,25,13%,-8%
Cn1ccnc1SCC(=O)c1ccc(C#N)cc1,-0.2%,3%,1.6,61,10%,21%,5,799,i,31,1%,-7%
CCn1nc(CC(=O)O)c2ccccc2c1=O,0.1%,10%,0.0,34,9%,-34%,-3,730,i,57,7%,-6%
Cc1cccc(OCC(=O)Nc2cc(C)c(C)cc2O)c1,0.3%,1%,-0.8,57,3%,6%,·,·,i,24,3%,-5%
CSc1nc(-c2ccccc2)nc(C(Cl)Cl)n1,-0.1%,11%,5.6,77,4%,5%,1,622,i,41,1%,-12%
CCS(=O)(=O)Nc1cccc(C2=NN(S(=O)(=O)c3ccccc3)C(c3ccco3)C2)c1 (centres undefined),-0.1%,-4%,1.7,68,8%,16%,6,751,i,34,-3%,-3%
CC(C)(C)C(=O)N(Cc1ccc(Cl)cc1)Cc1cccnc1,0.2%,6%,0.8,46,8%,6%,5,681,i,20,-4%,-6%
CCOC(=O)N1CCN(C(=O)CSc2nc3ccccc3c(=O)n2-c2ccccc2)CC1,-0.2%,-1%,0.4,53,4%,11%,·,·,i,37,5%,-1%
O=C1c2ccccc2C(=O)c2c(NCc3cccnc3)cccc21,-0.1%,·,-4.0,75,1%,2%,·,·,i,36,8%,-7%
COc1cc(C2NC(=O)NC(C)=C2C(=O)OC2CCCCC2)cc(Br)c1O (centres undefined),-0.2%,-12%,1.6,48,8%,·,·,·,i,62,7%,6%
O=C(NCCc1c[nH]c2ccccc12)[C@@H]1C[C@H]1[C@@H](NP(=O)(c1ccccc1)c1ccccc1)c1ccccc1,-0.1%,-3%,·,·,·,2%,-2,731,·,·,-10%,0%
CCOC(=O)CNC(=O)CSc1ncnc2c1cnn2-c1ccc(C)cc1,-0.2%,10%,-2.1,84,4%,13%,·,·,i,50,8%,-9%
Cc1ccc(Nc2nc(NCCO)c3ccccc3n2)cc1C,1.3%,0%,1.5,58,14%,22%,3,803,i,55,6%,-8%
O=C(CSc1nnc(NC(=O)c2ccco2)s1)Nc1cccc(F)c1,0.2%,3%,-0.3,83,11%,26%,26,798,i,32,-8%,0%
COc1ccc(OCc2cn3c(C)cc(C)nc3n2)cc1,-0.1%,1%,0.1,41,7%,8%,-14,736,i,37,6%,-1%
CCOC(=O)c1cn2nc(SCc3ccccc3)nc2nc1C,-0.2%,4%,4.8,61,8%,12%,-2,831,i,65,2%,-8%
c1ccc(-c2nnc(OCC3CCCO3)c3ccccc23)cc1 (centres undefined),-0.2%,-3%,-0.1,53,4%,7%,8,652,i,58,-19%,-6%
Cc1ccc(CSCCNC(=O)CSCc2ccc([N+](=O)[O-])cc2)cc1,-0.4%,5%,0.1,41,6%,-1%,-7,663,i,63,-7%,-6%
CCN(CC(=O)Nc1ccccc1SC)Cc1nc2ccccc2c(=O)[nH]1,-0.1%,7%,1.0,62,10%,12%,-6,775,i,15,4%,0%
Cc1ccc(-c2nc(-c3ccccc3)no2)cc1,0.2%,0%,2.9,44,15%,15%,1,741,i,51,-17%,-8%

# Individual results from the list:
# `CCN(CC(=O)Nc1ccccc1SC)Cc1nc2ccccc2c(=O)[nH]1` @ GPR35 arrestin U2OS = 4%
# `Cc1ccc(-c2nc(-c3ccccc3)no2)cc1` @ MgcRacGAP inhibition = 15%

# The listing continues:
SMILES,GPR55 activation,GPR55 antagonists,NTR1 ag,NTR1 ag cell count 20 µM,MgcRacGAP inhibition,Large T inhibition,Lipid droplet,Lipid droplet cells 6.5 µM,T cell modulator,T cell modulator vesicle-bound %,GPR35 arrestin U2OS,LYP phosphatase
S=C(NCc1cccs1)Nc1ccccc1,0.0%,12%,-1.3,65,9%,15%,-3,647,i,32,-6%,-8%
O=c1oc2ccccc2c(NC2CCCCC2)c1NS(=O)(=O)c1ccc(Br)cc1,-0.1%,8%,4.8,72,-1%,5%,12,691,i,13,4%,-4%
CCCc1cc(=O)oc2c(CN3CCCC3)c(O)ccc12,-0.2%,3%,-1.1,93,4%,5%,·,·,i,50,2%,-52%
COc1cc(C(=O)NCc2nnc(SCC(=O)N3CCCC3)o2)cc(OC)c1OC,0.3%,-15%,1.7,45,·,6%,-8,682,i,17,-1%,-2%
COc1ccc(NS(=O)(=O)c2ccc(N3CC(O)=C(c4ccccc4)C3=N)cc2)cc1,0.0%,-14%,2.2,53,5%,13%,1,620,i,21,6%,-4%
Clc1ccc(OCCSc2ncccn2)c(Br)c1,0.3%,-15%,1.7,46,6%,-1%,-1,707,i,60,4%,-6%
CCN1CCN(C(=O)CSc2cc(=O)n(C)c3ccccc23)CC1,-0.7%,5%,0.8,82,16%,10%,-18,759,i,33,0%,-2%
Cc1ccc(C)c(N2CCN(C(=O)CCCn3ncn4c(cc5occc54)c3=O)CC2)c1,0.3%,17%,1.8,63,10%,6%,13,688,i,19,-6%,-6%
c1ccc2sc(NC3=NCN(C4CCCCC4)CN3)nc2c1,-0.1%,-4%,5.5,88,9%,25%,·,·,i,40,9%,-5%
COCCN(C(=O)CCCC(=O)Nc1ccccn1)C(C(=O)NC1CCCC1)c1ccc(C)cc1 (centres undefined),-0.2%,7%,-1.8,37,15%,12%,·,·,i,56,-3%,-10%
CCN(CC(=O)NCCc1ccccc1)S(=O)(=O)c1ccc(C)cc1,0.3%,0%,-0.5,58,-1%,-2%,2,691,i,45,-3%,-4%
CS(=O)(=O)N(CC(=O)Nc1ccc2c(c1)OCO2)Cc1ccc(Cl)cc1,-0.2%,3%,0.2,51,5%,2%,13,664,i,33,-1%,-5%
COc1ccc(-c2cc(C(F)(F)F)n3nc(C(=O)NCCN4CCOCC4)cc3n2)cc1,-0.3%,-4%,-1.0,55,7%,·,10,748,i,24,-4%,-12%
O=C(Cc1ccccc1F)Nc1ccc(Cl)nc1,0.5%,4%,1.1,91,2%,-49%,9,761,i,27,5%,-7%
CC(=O)c1cc2c(cc1NC(=O)CN1CCC(Cc3ccccc3)CC1)OCO2,0.8%,-1%,9.6,101,-1%,10%,-8,743,i,53,5%,-5%
